Screening data as filed in PubChem.
RXFP1 ag: RXFP1 (human) receptor agonism; actives 0.3% (n = 370,000); Potency, µM (doses to about 57.5 µM), inactives show top-dose activation, most hits filed as activators; HEK293T-RXFP1 cAMP TR-FRET, 30 min; response scale: percent of porcine relaxin response, buffer zero; note: potency is the fitted concentration of half-maximal effect; % is set by controls: 0 for no effect and ±100 for the full control effect; nearly all actives have a fitted effect of over 60% in size; many of its hits are not listed in these tables
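Agonist response is measured as cAMP accumulation in an RXFP1-transfected HEK293T line under PDE4 inhibition. Values are scaled between buffer-only and 29 nM porcine relaxin, and EC50s come from standard Hill equation fits.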
D1 ag: agonists of human D1 dopamine receptor. actives 1% (n = 360,000). HEK293 T-REx D1 cells, calcium flux, agonist mode. P21728. activation, % at 2 µM; in the data active = activation above about 30%; note: 0% is about no effect
Target sequence (P21728 whole entry, looked up): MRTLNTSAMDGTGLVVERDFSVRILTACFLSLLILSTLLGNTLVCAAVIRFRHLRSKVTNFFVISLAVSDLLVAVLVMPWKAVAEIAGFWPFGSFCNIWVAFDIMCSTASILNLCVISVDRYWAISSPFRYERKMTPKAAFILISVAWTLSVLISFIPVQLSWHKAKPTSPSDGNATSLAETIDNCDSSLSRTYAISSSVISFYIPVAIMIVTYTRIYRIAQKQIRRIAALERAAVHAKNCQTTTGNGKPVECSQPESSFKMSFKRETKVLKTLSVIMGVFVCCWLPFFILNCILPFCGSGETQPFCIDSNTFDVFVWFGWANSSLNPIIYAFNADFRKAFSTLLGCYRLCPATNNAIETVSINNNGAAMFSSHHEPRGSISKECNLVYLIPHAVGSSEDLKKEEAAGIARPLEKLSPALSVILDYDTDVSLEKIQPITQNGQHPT
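Agonism was scored from calcium flux recorded over 180 s (1 read/s) after pintool compound addition, following a 10-cycle baseline. Cells were inducible force-coupled HEK293 TREx D1, plated overnight at 30 C and loaded with no-wash calcium dye.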
TRHR ag: activates the human TRH receptor. P34981. TRHR cells, calcium flux fluo-8, FDSS agonist mode. activation, % at 2 µM. actives 0.18% (n = 360,000); in the data active = activation above about 30%; note: 0% is about no effect
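Read-out: compound-evoked intracellular calcium rise in TRHR cells, fluo-8 dye, kinetic FDSS fluorescence at 1 s/cycle following a 10-cycle baseline. Cells cultured overnight before dye loading (30 min–1.5 h, RT).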
D2 PAM: positive allosteric modulators of human D2 dopamine receptor | potentiation, % at 10 µM | HEK293 T-REx D2, calcium flux, EC20 dopamine potentiation | P14416 | actives 0.34% (n = 340,000) | AID 485347;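 active = potentiation over 3 SD above the plate norm, cut at about 30% in these data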; note: 0% is about no effect
Target sequence (P14416 whole entry, looked up): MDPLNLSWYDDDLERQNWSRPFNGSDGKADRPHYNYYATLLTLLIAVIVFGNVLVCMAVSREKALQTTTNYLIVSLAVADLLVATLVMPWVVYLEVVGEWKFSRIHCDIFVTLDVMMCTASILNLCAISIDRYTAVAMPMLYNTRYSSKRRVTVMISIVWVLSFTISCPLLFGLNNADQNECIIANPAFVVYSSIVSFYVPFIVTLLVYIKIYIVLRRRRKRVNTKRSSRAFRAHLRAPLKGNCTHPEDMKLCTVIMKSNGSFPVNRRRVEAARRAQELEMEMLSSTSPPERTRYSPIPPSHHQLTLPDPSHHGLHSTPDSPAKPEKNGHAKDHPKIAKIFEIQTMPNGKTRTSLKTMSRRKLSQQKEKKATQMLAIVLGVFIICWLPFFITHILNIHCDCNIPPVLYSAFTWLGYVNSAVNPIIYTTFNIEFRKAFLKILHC
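Potentiation of an EC20 dopamine calcium response measured kinetically over 180 s, after a preceding 180 s compound-only read flagging agonists. Cells: inducible Hek293 Trex D2 line, 4000/well, cultured overnight at 30 C before dye loading.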
RXFP1 antagonist: blocks the human relaxin receptor RXFP1 | Q9HBX9 | HEK293-RXFP1, relaxin-stimulated cAMP HTRF, 30 min; active compounds read low | activity change, negative = inhibition, % at 57.5 µM | actives 0.59% (n = 350,000) | AID 1259400;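 active = activity change of -60% or lower, but not beyond a set lower limit; inconclusive = change between -60% and -40%, or beyond the set limit; inactive = change above -40%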; note: % is set by controls: 0 for no effect and ±100 for the full control effect
D1 antag: antagonists of human D1 dopamine receptor | P21728 | HEK293 TREx D1 cells, calcium flux, dopamine EC80; active compounds read low | activity change, negative = inhibition, % at 10 µM | actives 3.2% (n = 360,000) | AID 504652; in the data active = activity change below about -30%; note: % is set by controls: 0 for no effect and ±100 for the full control effect
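Using tetracycline-induced force-coupled D1 Hek293 cells and a calcium dye, signals were followed for 180 s after compound, then for 180 s after EC80 dopamine, to detect inhibitors.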
D1 PAM: enhances dopamine response at the human D1 receptor; P21728; HEK293 TREx D1 cells, calcium flux, dopamine EC20 potentiation; potentiation, % at 10 µM; actives 0.036% (n = 360,000); AID 504651; in the data active = potentiation above about 30%; note: 0% is about no effect
Apoferritin bind: binds horse apoferritin like a general anesthetic; P02791; apoferritin/1-aminoanthracene competitive binding, fluorescence; Potency, µM (top dose mostly 77.5 µM), for the others: top-dose activity change, negative = displacement, usual class: inhibitors; actives 0.074% (n = 350,000); AID 485281; note: potency is the fitted concentration of half-maximal effect; % is set by controls: 0 for no effect and ±100 for the full control effect; nearly all actives have a fitted effect of over 20% in size
Target sequence (P02791 2-175 limits assumed): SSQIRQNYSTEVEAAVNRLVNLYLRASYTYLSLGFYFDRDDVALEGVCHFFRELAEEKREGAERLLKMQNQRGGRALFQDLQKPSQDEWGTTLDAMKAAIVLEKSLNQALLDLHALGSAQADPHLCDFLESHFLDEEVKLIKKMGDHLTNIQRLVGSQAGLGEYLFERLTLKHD
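Horse-spleen apoferritin (10 uM) in 50% saturated 1-aminoanthracene in PBS was incubated 10 min at room temperature with compound. Fluorescence (ex 380, em 535 nm) was normalized to free and bound 1-AMA, with concentration-response fitted by a four-parameter Hill equation.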
TRHR PAM: allosteric enhancers of human TRH receptor; actives 0.66% (n = 360,000); AID 493056; TRHR cells, fluo-8 calcium fluorescence, EC20 TRH enhancement; enhancement, % at 2 µM; in the data active = enhancement above about 30%; note: 0% is about no effect
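TRHR-expressing cells loaded with fluo-8 calcium dye were read kinetically (ex 480/em 530) during compound addition, then stimulated with an EC20 of TRH (10 nM final). Enhancement of the Gq-mediated intracellular calcium response was scored.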
* marks the source's active call; other numbers are inactive results; u = inconclusive; x = not tested or not shown. Unless noted, calls come from the whole dose curve; as a rule, active = well fitted curve in the direction sought with a large enough effect; inconclusive = small, poorly fitted or top-dose-only effect, or another doubt; inactive = no such curve, though single readings can be large; an effect the other way counts as inactive or inconclusive. Some of the compounds tested; count on the stated rates, not on these rows.

Preview (6 entries):
Screens in order – RXFP1 ag, TRHR PAM, Apoferritin bind, D2 PAM, D1 ag, D1 antag, RXFP1 antagonist, TRHR ag, D1 PAM
CC(NC(=O)C1CCCCC1)C(c1cccs1)N1CCOCC1 (centres undefined)
  2.8%, 0, 6%, 9, 4, 11, -3, -0.3, 6
CCOc1ccc(N2C(=O)CC(N3CCN(c4ccc(F)cc4)CC3)C2=O)cc1 (centres undefined)
  1.6%, -2, 3%, -3, 2, -3, 6, 0.0, -4
C[C@@H]1NC(=O)N(CCCn2ccnc2)C1=O
  -0.8%, 0, 0%, 5, 4, 1, 11, 0.3, -6
O=[N+]([O-])c1ccc2oc(-c3cccc(O)c3)nc2c1
  0.1%, -2, -13%, x, 0, -16, 0, 0.8, -7
CCN1CCN(c2nc(N(C)c3ccccc3)nc(N)c2[N+](=O)[O-])CC1
  -0.2%, 2, -16%, -19, 1, -1, -14, 0.1, -3
Cc1ccc(N(C(=O)CNC(=O)c2ccco2)C(C(=O)NC2CCCCC2)c2ccncc2)c(C)c1 (centres undefined)
  2.0%, -1, 3%, 2, 2, -24, -7, -0.1, -5

All compounds of this part (from the top)
Screens in order – RXFP1 ag, TRHR PAM, Apoferritin bind, D2 PAM, D1 ag, D1 antag, RXFP1 antagonist, TRHR ag, D1 PAM
CC(NC(=O)C1CCCCC1)C(c1cccs1)N1CCOCC1 (centres undefined)
  2.8%, 0, 6%, 9, 4, 11, -3, -0.3, 6
CCOc1ccc(N2C(=O)CC(N3CCN(c4ccc(F)cc4)CC3)C2=O)cc1 (centres undefined)
  1.6%, -2, 3%, -3, 2, -3, 6, 0.0, -4
C[C@@H]1NC(=O)N(CCCn2ccnc2)C1=O
  -0.8%, 0, 0%, 5, 4, 1, 11, 0.3, -6
O=[N+]([O-])c1ccc2oc(-c3cccc(O)c3)nc2c1
  0.1%, -2, -13%, x, 0, -16, 0, 0.8, -7
CCN1CCN(c2nc(N(C)c3ccccc3)nc(N)c2[N+](=O)[O-])CC1
  -0.2%, 2, -16%, -19, 1, -1, -14, 0.1, -3
Cc1ccc(N(C(=O)CNC(=O)c2ccco2)C(C(=O)NC2CCCCC2)c2ccncc2)c(C)c1 (centres undefined)
  2.0%, -1, 3%, 2, 2, -24, -7, -0.1, -5
CCn1c(C)c(C2N3CC4(C)CN2CC(CC)(C3)C4=O)c2ccccc21 (centres undefined)
  6.9%, 2, -13%, 1, 3, 18, -16, -0.5, -1
O=C(NC1CC(=O)N(c2ccccc2)C1)C1CCCCC1 (centres undefined)
  1.4%, 23, 7%, -5, 0, x, -1, 0.2, -3
O=C(NC(=S)Nc1ccc(CN2CCOCC2)cc1)c1ccc(-c2ccc(Cl)cc2)o1
  0.3%, -2, -1%, -3, 1, -5, 0, 0.1, -3
O=C(N/N=C/c1c[nH]c2ccccc12)c1cccc(Cl)c1
  1.0%, 3, -6%, -16, 0, 5, 16, -0.4, 3

Next part.
Screens in order – RXFP1 ag, TRHR PAM, Apoferritin bind, D2 PAM, D1 ag, D1 antag, RXFP1 antagonist, TRHR ag, D1 PAM
Cc1cc(C)n2nc(CC(=O)NNC(=O)c3ccccc3Cl)nc2n1
  3.6%, 3, -1%, 17, 3, 1, -6, -0.2, -3
CC1(C)Oc2ccc(C(=O)Nc3ccccc3)cc2N(CC#N)C1=O
  -1.2%, -12, -6%, -7, 4, 4, -13, 0.5, 1
CC(=O)C1=C(C)NC(SCC(N)=O)=C(C#N)C1C (centres undefined)
  -2.6%, -2, -5%, 9, -2, 17, x, 0.1, -4
CCn1nc(C(=O)Nc2ccc(S(=O)(=O)Nc3ncccn3)cc2)c2ccccc2c1=O
  -2.8%, -10, -1%, 4, 2, -9, -8, -2.0, -2
Cc1ccc(CNC(=O)c2c(Nc3ccccc3C)sc(C(=O)c3ccc(F)cc3)c2N)cc1
  0.7%, -1, -17%, 4, 20, 20, -16, 0.7, -1
O=C(c1cccc(-n2cccc2)c1)N1CCN(S(=O)(=O)c2c(F)cccc2F)CC1
  0.5%, 6, 4%, -2, 8, 1, -7, -0.2, 2
Sc1oc(-c2ccccc2)cc1C=Nc1ccccc1
  -0.6%, -4, u, -5, 0, 6, -19, 0.1, -1
CC1CCc2nc(NC(=O)Cc3cccs3)sc2C1 (centres undefined)
  -0.1%, 3, -19%, 0, 2, 5, -26, -0.7, -6
CN1CCN(C(=S)c2cn(Cc3ccc(Br)cc3)c3ccccc23)CC1
  -1.2%, -12, u, -4, 10, 10, -7, 0.0, -4
NC(=O)c1ccc(NC(=O)Cc2ccc(S(=O)(=O)N3CCCCC3)cc2)cc1
  1.2%, 2, x, -5, 4, -1, -6, 0.2, -3

Single values from above:
D2 PAM with CC(=O)C1=C(C)NC(SCC(N)=O)=C(C#N)C1C (centres undefined) = 9
D1 antag with CCn1nc(C(=O)Nc2ccc(S(=O)(=O)Nc3ncccn3)cc2)c2ccccc2c1=O = -9
D1 ag with Cc1ccc(CNC(=O)c2c(Nc3ccccc3C)sc(C(=O)c3ccc(F)cc3)c2N)cc1 = 20

Remaining list, next part.
Screens in order – RXFP1 ag, TRHR PAM, Apoferritin bind, D2 PAM, D1 ag, D1 antag, RXFP1 antagonist, TRHR ag, D1 PAM
O=C(Nc1cc(C(F)(F)F)ccc1N1CCOCC1)c1ccco1
  1.1%, -1, -4%, 12, -3, 14, -12, -0.5, -1
CC(C)CN(C(=O)CSc1nnnn1C)C1CCS(=O)(=O)C1 (centres undefined)
  1.8%, 0, -5%, x, 14, 1, -5, 1.0, -8
CCC12CN3CC(CC)(CN(C1)C3c1ccc([N+](=O)[O-])o1)C2=O (centres undefined)
  -1.7%, -14, -3%, 4, 2, -3, -8, 0.2, -2
CCOc1cc(N2CCOCC2)c(OCC)cc1NC(=O)COC(=O)COc1ccc(C#N)cc1
  -1.7%, 14, -9%, 8, 2, -8, -3, -0.8, 0
CCN(CC)S(=O)(=O)c1ccc2[nH]c(=O)cc(C(=O)NCC3CCCO3)c2c1 (centres undefined)
  1.8%, -4, x, x, 0, 2, -4, 0.0, -6
O=c1[nH][nH]cc1C=Nc1cc(Cl)ccc1O
  3.2%, 3, -14%, 4, 5, 13, -18, 1.9, -6
COCCNC(=O)c1cccc(S(=O)(=O)N2CC3(C)CC2CC(C)(C)C3)c1 (centres undefined)
  -0.1%, 2, x, -17, 2, -11, -12, -0.2, -3
CCCCCCCCCC(=O)N/N=C(\C)c1cccnc1
  -3.3%, -3, u, -6, 7, -20, -3, 0.6, -7
COCCN(C(=O)CCc1ccccc1OC)c1nnc(-c2cccnc2)s1
  0.5%, 8, -23%, -4, 10, -13, -13, -1.0, -2
O=C(Nc1ccncc1)Nc1cccc(F)c1
  1.7%, 1, -5%, -2, 8, -14, 1, 0.8, -13

Entries of single compounds from above. Screens in order: RXFP1 ag, TRHR PAM, Apoferritin bind, D2 PAM, D1 ag, D1 antag, RXFP1 antagonist, TRHR ag, D1 PAM
COCCNC(=O)c1cccc(S(=O)(=O)N2CC3(C)CC2CC(C)(C)C3)c1 (centres undefined) is listed with -0.1%, 2, x, -17, 2, -11, -12, -0.2, -3
CCN(CC)S(=O)(=O)c1ccc2[nH]c(=O)cc(C(=O)NCC3CCCO3)c2c1 (centres undefined) is listed with 1.8%, -4, x, x, 0, 2, -4, 0.0, -6

(list continues)
Screens in order – RXFP1 ag, TRHR PAM, Apoferritin bind, D2 PAM, D1 ag, D1 antag, RXFP1 antagonist, TRHR ag, D1 PAM
Cc1nnc(SC(C)C(=O)Nc2nccs2)s1 (centres undefined)
  0.7%, 1, -7%, x, 3, -33*, 1, -0.4, -5
CCN(C(=O)c1c(OC)cccc1OC)c1nnc(-c2cccnc2)s1
  2.9%, -5, -8%, 52*, 2, 8, 7, 0.3, -4
COc1ccc(OC)c2sc(N3CCN(C(=O)C4COc5ccccc5O4)CC3)nc12 (centres undefined)
  0.0%, -1, -14%, -3, -4, x, x, -0.2, -1
Cc1cc(C)c(C(N)=O)c(Nc2cccc3ccccc23)n1
  -2.7%, -3, 5%, 3, -1, -11, 3, -0.1, -4
Clc1ccc(Cl)c(Oc2ccc(Oc3nc(Cl)ccc3Cl)cc2)n1
  0.4%, -14, -12%, 12, 0, -9, 5, 0.9, 6
Cc1cccc(NC(=O)c2ccc(NS(=O)(=O)c3c(C)noc3C)cc2)c1
  -0.2%, 1, -6%, 0, 1, -5, -3, -0.1, -7
CCCc1[nH]nc2c1C(c1cc(OC)ccc1F)C(C#N)=C(N)O2 (centres undefined)
  3.9%, 13, -24%, 1, 24, -11, 13, -1.6, -3
O=C(O)c1ccccc1NC(=S)NC(=O)c1sc2ccccc2c1Cl
  u, -7, u, -3, -2, 0, 9, 0.2, -5
Cn1c(-c2ccc(Cl)nc2)nc2ccccc21
  1.6%, 7, 1%, -8, 0, -16, 0, -0.5, -5
O=[N+]([O-])/C=C/c1cn(Cc2ccc(Cl)cc2)c2ccccc12
  0.3%, 4, 2%, 3, 12, 21, -21, 1.3, 3

(more compounds)
Screens in order – RXFP1 ag, TRHR PAM, Apoferritin bind, D2 PAM, D1 ag, D1 antag, RXFP1 antagonist, TRHR ag, D1 PAM
O=C(C1=C(O)C(=O)N(CCOCCO)C1c1ccccn1)c1cccs1 (centres undefined)
  12%, -1, -11%, -18, 4, 2, 8, 0.4, -2
Cn1cc(C(=O)NC2CCCCC2)c(=O)c2cc(S(=O)(=O)N3CCOCC3)ccc21
  0.0%, 0, -2%, 1, 4, -5, -22, 0.5, 0
CC1=NNC(=O)C1C(c1ccc(Cl)cc1)C(C#N)C#N (centres undefined)
  -1.5%, 3, -2%, 1, 3, -1, -32, 0.7, -1
O=C(NC1CCCC1)C(c1ccccn1)N(Cc1ccccc1F)C(=O)c1csnn1 (centres undefined)
  0.9%, 1, -3%, x, 1, -9, -7, -0.4, -3
CCOC(=O)c1ccc(NC(=O)CSc2nnc(-c3ccncc3)n2-c2ccccc2)cc1
  1.2%, -2, -3%, -5, 0, -6, x, 0.0, -6
CCCCNC(=O)CSc1nc(Cc2ccccc2)nc2ccccc12
  20%, -4, 0%, -17, 4, 28, -6, -0.4, -6
